High-throughput results deposited in PubChem by National Center for Advancing Translational Sciences (NCATS).
IL2 activator = IL-2 activation. IL-2 activation reporter assay, cell-based qHTS; stimulated with anti-CD3/CD4/CD28 beads; in transgenic mouse T cells. activation, % (series mostly up to about 46 µM). AID 652025. 360,000 tested, 0.065% active; in the data active = activation above about 50%; inconclusive = mostly about 30% to 49%; also: 0% is about no effect
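Unstimulated transgenic mouse T cells, 750 per well, received compound and, after 60 minutes, anti-CD3/anti-CD4 bead plus anti-CD28 stimulation. EGFP and DsRed were quantified after 18 hours.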
PI5P4Ka inh = inhibitors of human PI5P4K alpha. 330,000 tested, 1.2% active. PI5P4Kalpha enzyme, ADP-Glo luminescence, 60 min; hits give low values. max response, %. P48426; active = max response of -50% or lower; inconclusive = between -30% and -50%; inactive = -30% or higher; also: value at the top dose of about 77 µM; % is scaled to controls: 0 for no effect and ±100 for the full control effect
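Controls without substrate or without enzyme flank wells where PI5P4Kalpha converts substrate using 5 microM ATP (final). Incubation lasts 60 minutes at room temperature; ADP formed is read by ADP-Glo luminescence.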
EPAC1 ag = EPAC1 (human) agonism; Potency, µM (top dose mostly 154 µM), without a hit: at the highest dose activation, usual class: activators; 360,000 tested, 0.073% active; AID 720707; O95398; EPAC1 agonist qHTS, biochemical assay; response scale: 100% = response to 6.5 mM cAMP; also: potency is read from the fitted curve at half-maximal effect; nearly all actives have a fitted effect of over 60% in size
Target sequence (O95398 whole entry, looked up): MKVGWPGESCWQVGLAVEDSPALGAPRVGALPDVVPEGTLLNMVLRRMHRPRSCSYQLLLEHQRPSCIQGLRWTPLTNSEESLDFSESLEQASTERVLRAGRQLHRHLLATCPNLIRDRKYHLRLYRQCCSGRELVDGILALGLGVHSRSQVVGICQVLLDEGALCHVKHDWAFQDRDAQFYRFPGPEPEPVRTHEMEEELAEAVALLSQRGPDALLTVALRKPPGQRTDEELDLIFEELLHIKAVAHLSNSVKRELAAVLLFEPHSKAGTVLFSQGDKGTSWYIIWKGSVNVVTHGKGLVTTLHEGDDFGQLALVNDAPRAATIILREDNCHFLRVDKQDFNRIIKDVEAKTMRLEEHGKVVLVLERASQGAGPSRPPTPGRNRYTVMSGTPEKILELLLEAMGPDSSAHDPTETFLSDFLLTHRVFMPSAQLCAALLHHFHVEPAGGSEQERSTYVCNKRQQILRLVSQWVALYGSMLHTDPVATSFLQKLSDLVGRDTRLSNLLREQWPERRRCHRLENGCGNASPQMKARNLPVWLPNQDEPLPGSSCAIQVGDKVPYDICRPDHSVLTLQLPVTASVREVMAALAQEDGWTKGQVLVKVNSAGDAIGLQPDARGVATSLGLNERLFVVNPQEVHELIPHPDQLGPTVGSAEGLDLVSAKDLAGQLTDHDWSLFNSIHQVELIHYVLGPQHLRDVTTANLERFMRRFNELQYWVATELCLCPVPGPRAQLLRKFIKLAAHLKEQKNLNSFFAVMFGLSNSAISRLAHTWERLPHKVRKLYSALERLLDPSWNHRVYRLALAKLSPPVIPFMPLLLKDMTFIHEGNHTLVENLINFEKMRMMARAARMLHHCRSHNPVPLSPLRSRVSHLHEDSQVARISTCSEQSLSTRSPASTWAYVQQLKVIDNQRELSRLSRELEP
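Compounds were pinned as a concentration titration into mixtures of EPAC1 (100 nM), BODIPY-GDP-loaded Rap1B (250 nM) and GDP (50 uM). After 5 min at room temperature, fluorescence was followed for 30 min; activity was scaled to 6.5 mM cAMP.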
PLK1 PBD inh = blocks phosphopeptide binding to human PLK1 polo-box domain. P53350. Plk1 PBD binding of FITC phosphopeptide, fluorescence polarization. Potency, µM, without a hit: max response, negative = inhibition, hits mostly inhibitors. 360,000 tested, 2.8% active; also: potency is read from the fitted curve at half-maximal effect; series mostly up to about 57 µM; % is scaled to controls: 0 for no effect and ±100 for the full control effect; nearly all actives have a fitted effect of over 65% in size
GLP1R cytotox = cytotoxicity counter-screen for GLP-1 receptor inverse agonists; 410,000 tested, 0.13% active; Potency, µM (series often up to 38.3 µM), inactives show top-dose activity change, negative = inhibition, usual class: inhibitors; AID 624418; HEK293 cAMP-luciferase reporter cells, luminescence, 24 h;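 also: loss of luciferase light is scored as toxicity; potency is read from the fitted curve at half-maximal effect; % is scaled to controls: 0 for no effect and ±100 for the full control effect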
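Step one: seed cells (200 cells/uL, DMEM with 10% Nu serum, 1% pen-strep). Step two: 12-hour incubation at 37 deg C. Step three: pin 23 nL compound, incubate 24 hr. Step four: add luciferase reagent, read luminescence 12 min later.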
GLP-1R inv ag = inverse agonists of human GLP-1 receptor; P43220; Potency, µM (doses to about 38.3 µM), without a hit: at the top dose activity change, negative = inhibition, hits mostly inhibitors; HEK293 GLP-1R CRE-luciferase, luminescence, 24 h; GLP-1R form is constitutively active; 410,000 tested, 1.6% active; also: potency is read from the fitted curve at half-maximal effect; % is scaled to controls: 0 for no effect and ±100 for the full control effect; nearly all actives have a fitted effect of over 55% in size
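HEK293 cells stably co-expressing a cAMP-responsive luciferase reporter and constitutively active GLP-1R were seeded, incubated 12 h, then exposed to compounds for 24 h at 37 C. Luminescence was read 12 min after detection reagent; inverse agonists lower signal.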
GLP1R ag = agonists of human GLP-1 receptor; P43220; HEK293 GLP-1R CRE-luciferase, luminescence, 4-6 h; cells express a hypersensitive GLP-1R form; Potency, µM (top dose mostly 45.6 µM), inactives show top-dose activation, usual class: activators; 380,000 tested, 0.007% active; AID 624172; also: potency is read from the fitted curve at half-maximal effect; % of control where 0% means no effect
PTHR1 ag = activates the human parathyroid hormone receptor PTHR1. Q03431. HEK293 GP2 PTHR1 cells, GloSensor cAMP luminescence, 1 h. Potency, µM (top dose mostly 115 µM), for inactives: at the highest dose activation, usual class: activators. 410,000 tested, 0.075% active; also: potency is read from the fitted curve at half-maximal effect; nearly all actives have a fitted effect of over 55% in size; some results filed as inactive show a strong effect at the top dose; inactives centre near -15; many of its hits are not listed in these tables
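HEK-293-derived GP2 cells expressing PTHR1 and a GloSensor cAMP reporter, 3,000/well, plated overnight, given luciferin plus IBMX (each 0.5 mM as added) for 1 h at 37 °C, then compound for 1 h at 37 °C. Luminescence was read after 15 min at room temperature.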
EPAC1 antagonist = blocks human EPAC1 exchange factor; O95398; EPAC1 GEF assay, Rap1b-BODIPY-GDP exchange fluorescence; Potency, µM (titrated, usually from 115 µM), inactives show at the highest dose activity change, negative = inhibition, usual class: inhibitors; 360,000 tested, 0.14% active; AID 720709;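 also: potency is read from the fitted curve at half-maximal effect; plate controls were vehicle for no effect and positive control for full effect; nearly all actives have a fitted effect of over 50% in size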
* marks the source's active call; other numbers are inactive results; i = inactive; ? = inconclusive; . = no result given; [ ] = remark or other dose. Unless noted, calls follow the shape of the dose curve; as a rule, active = well fitted curve in the direction sought with a large enough effect; inconclusive = small, poorly fitted or top-dose-only effect, or another doubt; inactive = no such curve, though single readings can be large; an effect the other way counts as inactive or inconclusive.

structure,IL2 activator,PI5P4Ka inh,EPAC1 ag,PLK1 PBD inh,GLP1R cytotox,GLP-1R inv ag,GLP1R ag,PTHR1 ag,EPAC1 antagonist
C=CCNC(=O)C(C)N1c2cccc3cccc(c23)S1(=O)=O (stereo not given),1.3,-15,1%,2%,3%,-1%,0%,-20%,8%
CCOC(=O)NC1(C(F)(F)F)NC(=O)N(c2ccc(F)cc2)C1=O (stereo not given),1.8,-4,11%,0%,7%,3%,-13%,-25%,3%
CCC1=NN2C(=N)/C(=C\c3ccc(OCCOc4ccc(NC(C)=O)cc4)cc3)C(=O)N=C2S1,-0.6,-3,1%,?,9%,11%,6%,-15%,12%
Cc1ccc(-n2c(C)cc(C(=O)NS(=O)(=O)c3ccc(C)cc3)c2C)cc1,-3.1,-1,-5%,-7%,-5%,-46%,0%,i,10%
O=C1CCC(C(=O)OC(C(=O)Nc2cc(Cl)cc(Cl)c2)c2ccccc2)=NN1 (stereo not given),-0.8,2,-12%,-1%,7%,?,11%,-14%,-1%
CCOC(=O)Cc1nnc(NC(=O)CSc2nncn2C)s1,-0.9,.,5%,-5%,5%,6%,-3%,-12%[57.5 µM],15%
CC(Oc1ccc2ccccc2c1)C(=O)NNC(=S)NC(=O)c1ccco1 (stereo not given),1.6,-17,-17%,?,-24%,0%,-3%,i,-14%
Cc1cccnc1NC(=S)Nc1ccc(Br)cc1Cl,1.7,0,15%,-19%,-11%,?,-14%,-43%,4%
COc1ccc(CC(=O)Nc2nnc(CC(C)C)s2)cc1S(=O)(=O)N1CCOCC1,-2.7,-3,-2%,-5%,3%,6%,-6%,0%,7%
COc1ccc(CNc2nc(-c3cccnc3)nn2C(=O)C(C)C)cc1,-1.3,10,-6%,-13%,5%,-31%,0%,-8%,-14%
CCn1cc(C(=O)NCCCN2CCC(C)CC2)c2cc(OC)c(OC)cc2c1=O,1.9,-1,-10%,-2%,-9%,12%,-7%,-21%,-7%
CC(=O)c1ccc(N2CCN(C(=O)c3ccc(S(=O)(=O)NCc4ccco4)cc3)CC2)cc1,0.5,1,-13%,-1%,-3%,13%,4%,-11%,-14%
CC(C)=CC(=O)N1CCC(N2CCC(C(=O)NCC3CCCO3)CC2)CC1 (stereo not given),2.8,1,-7%,?,-13%,-7%,-1%,i,-10%
O=C(NNC(=O)c1ccc2ccccc2c1)c1ccc(Cl)c(Cl)c1,-0.6,2,12%,-10%,-1%,10%,0%,i,6%
COc1cc(C(=O)N/N=C(\C)c2ccccn2)cc(OC)c1OC,3.2,-7,5%,-3%,?,?,-2%,-22%,-17%
O=C(CSc1ccc2c(c1)OCCO2)NC(=O)Cc1ccccc1,-1.2,-2,3%,-1%,-8%,2%,11%,-17%,0%
Cc1ccccc1N1CCN(C(=O)c2cccnc2)CC1,-0.7,8,1%,2%,1%,0%,4%,i,15%
COc1cc(O)c(C(C)=O)c(OC)c1,0.8,-1,-21%,?,6%,3%,25%,10%,4%
Clc1ccc(C2CC(c3ccccc3)Nc3ncnn32)cc1 (stereo not given),4.6,6,1%,-5%,-1%,?,-9%,-24%,-15%
CC(C)NC(=O)C1(C)CSCC(=O)N1CC(F)(F)F (stereo not given),-0.5,-2,8%,-9%,5%,6%,.,i,18%

Profiles, quoted from the list:
Record of COc1cc(O)c(C(C)=O)c(OC)c1 = IL2 activator: 0.8; PI5P4Ka inh: -1; EPAC1 ag: -21%; PLK1 PBD inh: ?; GLP1R cytotox: 6%; GLP-1R inv ag: 3%; GLP1R ag: 25%; PTHR1 ag: 10%; EPAC1 antagonist: 4%
Record of O=C1CCC(C(=O)OC(C(=O)Nc2cc(Cl)cc(Cl)c2)c2ccccc2)=NN1 (stereo not given) = IL2 activator: -0.8; PI5P4Ka inh: 2; EPAC1 ag: -12%; PLK1 PBD inh: -1%; GLP1R cytotox: 7%; GLP-1R inv ag: ?; GLP1R ag: 11%; PTHR1 ag: -14%; EPAC1 antagonist: -1%

Next part
structure,IL2 activator,PI5P4Ka inh,EPAC1 ag,PLK1 PBD inh,GLP1R cytotox,GLP-1R inv ag,GLP1R ag,PTHR1 ag,EPAC1 antagonist
O=C(NCC1COc2ccccc2O1)C1(c2ccccc2)CCCC1 (stereo not given),1.2,-7,0%,-2%,0%,?,12%,-18%,-1%
Cc1onc(-c2c(F)cccc2Cl)c1C(=O)Nc1ccc(S(=O)(=O)Nc2ncccn2)cc1,-4.1,1,0%,-1%,-16%,0%,2%,i,-3%
COc1ccc(S(=O)(=O)N2CCN(CC(O)COc3ccc(C#N)cc3)CC2)cc1OC (stereo not given),2.5,-1,8%,-8%,-3%,-36%,9%,-49%[inhibitor],-10%
CCOC(=O)C1=C(CSc2nc3c(cc2C#N)CN(C)CC3)OC(N)=C(C#N)C1c1ccncc1 (stereo not given),-0.1,-10,1%,-27%,21%,-2%,10%,-16%,-4%
C=CCC(C(=O)OC)(C(=O)OC)c1ccc([N+](=O)[O-])cc1[N+](=O)[O-],-3.6,2,-5%,3%,7%,9%,3%,-5%,-26%
Cc1ccc(Cl)c(OCC(=O)OCC(=O)NC2CCCc3ccccc32)c1 (stereo not given),0.2,0,-15%,1%,3%,18%,-8%,-13%,-10%
CCOC(=O)c1cn(Cc2c(C)c(C)c(C)c(C)c2C)nn1,-0.3,1,0%,-6%,-2%[1.53 µM],5%,-8%,-66%[inhibitor],7%
Clc1cccc(-c2nc(NCC3CCCO3)c3ccccc3n2)c1 (stereo not given),-6.8,3,3%,1%,0%,?,17%,-2%,-3%
COc1ccc(C)cc1NC(=O)c1nn(C)cc1Br,0.8,4,2%,-16%,9%,?,1%,i,-21%
COc1ccc(NC(=O)CSc2nnc(-c3cccs3)n2N)cc1S(N)(=O)=O,0.5,-7,5%,-12%,12%,8%,6%,i,9%
CCN(Cc1nc2cc(Cl)ccc2c(=O)[nH]1)C(=O)c1cccc(NC(=O)c2cccs2)c1,-0.6,-2,8%,-4%,?,?,1%,-29%,-4%
C[C@]12C(=O)N(c3ccc(Br)cc3)C(=O)N1[C@H]1c3ccccc3OC[C@@H]1[C@H]2c1ccccc1,2.2,6,-11%,-7%,1%,-8%,-3%,-16%,1%
COc1ccc(C(=O)Cc2cc(OC)c(OC)cc2[N+](=O)[O-])c(OC)c1,-1.2,.,2%,-1%,-5%,7%,-2%,-4%[57.5 µM],-4%
CCOc1cc(/C=N/NS(=O)(=O)c2ccccc2)ccc1OS(=O)(=O)c1ccc(C)cc1,-0.8,-27,3%,-4%,-8%,8.9µM*,-11%,-8%,-15%
NC(=O)C1CCCN(C(=O)CNC(=O)C23CC4CC(CC(C4)C2)C3)C1 (stereo not given),-0.5,-4,3%,-12%,22%,-7%,-2%,-8%,-19%
CCOC(=O)Nc1cc(C(=O)OC)ccc1C,0.9,.,5%,-1%,6%,1%,24%,0%[57.5 µM],-4%
CCC(C)[C@H](NC(=O)Nc1ccccc1F)C(=O)O (stereo not given in full),1.3,1,6%,-11%,10%,6%,-4%,4%,6%
CC(C)Nc1ncnc2c1ncn2[C@H]1CN(Cc2ccncc2)C[C@@H](CO)O1,-0.6,-1,2%,0%,1%,30%,3%,i,-2%
CCOc1ccccc1NC(=O)CSc1nncc2ccccc12,-0.3,3,0%,-19%,14%,8%,25%,14%,-20%
Nc1cccc(-c2cc3ccccc3oc2=O)c1,0.4,2,-7%,?,1%[7.66 µM],-15%[7.66 µM],11%,-5%,-5%

Next part.
structure,IL2 activator,PI5P4Ka inh,EPAC1 ag,PLK1 PBD inh,GLP1R cytotox,GLP-1R inv ag,GLP1R ag,PTHR1 ag,EPAC1 antagonist
O=[N+]([O-])c1cnc2ccccn12,-0.3,6,-2%,1%,3%,1%,-3%,i,2%
CCN(CC(=O)Nc1c(F)cccc1F)C(=O)/C=C/c1ccc(C)cc1,-0.3,1,-3%,4%,1%,-22%,-2%,-17%,-9%
COc1ccc(C(=O)OCCOc2cccc(Cl)c2)cc1S(=O)(=O)N1CCOCC1,-0.4,5,22%,-4%,0%,-19%,10%,-61%[inhibitor],-7%
Cc1ccc(NC(=O)CSCC(N)=O)cc1C,-2.8,.,-2%,-3%,-13%,-9%,-4%,i,9%
CC(=O)Nc1cnc(-c2cccc(C(=O)N(C)C)c2)cn1,0.5,-1,2%,-3%,0%,-18%,0%,-16%,-7%
COCc1c(Br)c(C)nc(OCC(=O)O)c1C#N,-2.6,-3,4%,0%,-11%,15%,-6%,3%[57.5 µM],13%
COC(=O)C1CN(C(=O)COc2cc(C)cc(C)c2)c2ccccc2O1 (stereo not given),0.2,4,-8%,-8%,1%,-5%,-1%,-4%,13%
O=C(NCc1ccc2c(c1)OCO2)c1ccc(CS(=O)Cc2cccc(Cl)c2)o1 (stereo not given),-0.9,2,1%,-18%,-14%,-22%,-2%,-14%,-28%
Cn1c(=O)c2c(nc(Oc3ccccc3)n2Cc2c(Cl)cccc2Cl)n(C)c1=O,.,.,.,.,-18%,6%,1%,-16%,.
OC(COc1cccc2ccccc12)CN1CCN(c2ccc(Cl)cc2)CC1 (stereo not given),-0.4,33,7%,-11%,-13%,?,-2%,-28%,-4%
CCOC(=O)c1oc2cc(O)ccc2c(=O)c1-c1ccc(OC)cc1,-0.1,-2,0%,-11%,17%,39%[activator],5%,-5%[57.5 µM],-10%
CCNC(=O)c1ccc(-n2nc(C(F)(F)F)c3c2CCCC3)cc1,-1.8,.,-3%,-6%,-3%,-9%,-3%,-14%,-1%
c1csc(C(c2nnnn2C2CCCCC2)N2CCCC3(CCCCC3)C2)c1 (stereo not given),-2.1,3,-2%,-2%,2%,0%,-7%,i,11%
COc1ccc(N2CCN(C(=O)C(=O)c3cc(OC)c(OC)c(OC)c3)CC2)cc1,0.3,7,11%,-10%,0%,15%,.,-19%,-2%
CCC1CCCCN1C(=O)CSc1nnc(-c2cccs2)o1 (stereo not given),-1.6,3,4%,?,1%,?,-1%,-15%,19%
Cc1cc(Cl)c(S(=O)(=O)N2CCN(c3ccc(F)cc3)CC2)cc1OCC(N)=O,0.5,4,-11%,-2%,-10%,0%,-3%,-8%[57.5 µM],-7%

A portion of the library. The share of hits here may be higher or lower than overall.
